MC4R antag cAMP: human MC4R antagonism in cAMP assay. P32245. MC4R-expressing cells, MTII-stimulated cAMP, LANCE TR-FRET. inhibition, % at 6.5 µM. hit rate 0.48% among 360,000. AID 540295;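 active means inhibition above its plate's cutoff, the mean of tested wells on that plate plus 3 SD, cut at about 29% in these data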;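 further: 0% = Melanotan II alone and 100% = Melanotan II plus saturating MCL0020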
Target sequence (P32245 whole entry, looked up): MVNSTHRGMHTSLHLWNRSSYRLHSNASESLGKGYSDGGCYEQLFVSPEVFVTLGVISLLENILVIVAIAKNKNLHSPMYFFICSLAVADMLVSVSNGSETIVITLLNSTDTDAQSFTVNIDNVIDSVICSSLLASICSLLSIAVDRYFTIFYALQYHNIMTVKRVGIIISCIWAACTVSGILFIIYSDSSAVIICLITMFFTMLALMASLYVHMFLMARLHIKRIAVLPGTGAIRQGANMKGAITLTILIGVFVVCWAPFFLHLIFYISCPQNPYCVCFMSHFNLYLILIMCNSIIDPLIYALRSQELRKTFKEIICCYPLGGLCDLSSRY
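Material: human MC4R-expressing U2OS cells. Probe or stimulus: Melanotan II challenge. Dosing: 6.5 µM single dose. Times: 30-min compound, 1-h challenge, 1-h detection, room temperature. Technique: TR-FRET with Eu-cAMP and labeled anti-cAMP, 671 nm. Replication: singlicate.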
SRC3 inh: inhibits human SRC3 coactivator; inhibition, % at 3.6 µM; AID 588352; HEK293 GAL4-SRC3 luciferase reporter, luminescence; hit rate 0.17% among 360,000;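 active means inhibition above a per-campaign cutoff, the mean of all compounds plus 3 SD, cut at about 60% in these data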;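 further: 0% = DMSO-treated cells and 100% = gossypol-treated cells at 36 µM; higher means less SRC3-driven luciferase light from the GAL4 reporter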
NCOA2 inhibitor: inhibits human steroid receptor coactivator 2 | Q15596 | HEK293 GAL4-SRC2 luciferase reporter, luminescence | inhibition, % at 9 µM | hit rate 0.17% among 370,000 | AID 651957;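 active means inhibition above the mean inhibition of all tested compounds plus 3 SD, set per campaign, cut at about 52% in these data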;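 further: 0% = DMSO treated cells and 100% = cells given Gossypol at 36 µM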
LRH-1 inv ag: suppresses constitutive activity of human LRH-1. inhibition, % at 3.6 µM. hit rate 0.13% among 360,000. HEK293T StAR-luciferase reporter, LRH-1 transfected, 24 h. O00482;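 active means inhibition above the mean inhibition of all tested compounds plus 3 SD, cut at about 73% in these data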;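 further: 0% = DMSO wells and 100% = reporter-only cells lacking LRH-1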
LMP1 NFkB inh: reduces LMP1-driven NF-kappaB luciferase signal; LMP1-induced NF-kappaB luciferase reporter cells, luminescence; inhibition, % at 12.5 µM; hit rate 0.69% among 350,000; AID 504558; in the data active means inhibition above about 41%;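 further: 0% = neutral control wells and 100% = reference inhibitor control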
MC4R ag barr: agonists of human melanocortin 4 receptor (MC4R) beta-arrestin | U2OS MC4R beta-arrestin complementation, luminescence; percent of melanotan II response, DMSO zero | activation, % at 8.9 µM | hit rate 0.98% among 360,000 | AID 540308;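 active means activation above a per-plate cutoff, the mean activation of sample wells on that plate plus 3 SD, cut at about 8% in these data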
ABHD5-PLIN5 inh: inhibitors of human ABHD5-perilipin-5 interaction; Q00G26+Q8WTS1; Split G. princeps luciferase complementation, luminescence, 4 h; inhibition, % at 4 µM; hit rate 0.78% among 360,000; AID 602281;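 active means inhibition above the mean inhibition across every tested compound plus 3 SD, cut at about 22% in these data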;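 further: 0% = DMSO only wells and the 100% control is not disclosed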
NOD2-RIPK2 inh: NOD2-RIPK2 protein interaction inhibition; O43353; CHO BLA complementation NOD2-RIPK2, CCF4 ratio; inhibition, % at 4.98 µM; hit rate 0.38% among 360,000; AID 624267; in the data active means inhibition above about 21%;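 further: 0% = vehicle only and 100% = reference blocker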
Target sequence (O43353 whole entry, looked up): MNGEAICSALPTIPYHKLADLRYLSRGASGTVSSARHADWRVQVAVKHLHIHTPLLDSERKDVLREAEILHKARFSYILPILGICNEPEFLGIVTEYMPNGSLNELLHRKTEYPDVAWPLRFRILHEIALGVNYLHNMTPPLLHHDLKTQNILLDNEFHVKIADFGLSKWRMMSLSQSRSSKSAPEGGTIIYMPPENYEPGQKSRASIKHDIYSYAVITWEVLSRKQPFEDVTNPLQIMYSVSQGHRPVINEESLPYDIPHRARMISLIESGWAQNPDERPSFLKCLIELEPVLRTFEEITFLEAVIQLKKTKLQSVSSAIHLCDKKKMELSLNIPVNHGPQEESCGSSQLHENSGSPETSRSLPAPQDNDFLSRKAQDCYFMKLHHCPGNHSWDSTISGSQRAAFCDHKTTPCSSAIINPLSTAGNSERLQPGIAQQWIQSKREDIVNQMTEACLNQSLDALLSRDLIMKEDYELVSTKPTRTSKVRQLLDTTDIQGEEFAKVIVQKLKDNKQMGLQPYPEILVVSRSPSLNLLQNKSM
TLR9-MyD88 block: inhibitors of human TLR9-MyD88 binding. Q9NR96+Q99836. CHO BLA complementation TLR9-MyD88, CCF4 FRET ratio. inhibition, % at 4.98 µM. hit rate 0.21% among 340,000;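 active means inhibition above the mean over all tested compounds plus 3 SD, cut at about 21% in these data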;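 further: 0% = DMSO only wells and 100% = clavulanate BLA inhibitor control wells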
NR2F2 inh: blocks human COUP-TFII nuclear receptor; HEK293T NGFI-A luciferase reporter, luminescence; inhibition, % at 8.6 µM; hit rate 0.7% among 370,000; AID 686940; P24468;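 active means inhibition above a per-plate cutoff, mean inhibition of test wells between control levels plus 3 SD, cut at about 38% in these data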;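 further: cells cotransfected with COUP-TFII expression vector driving the NGFI-A reporter; 0% = median of COUP-TF2 test wells and 100% = reporter-only cells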
SRC1 inh: inhibitors of human steroid receptor coactivator 1 (SRC1); inhibition, % at 3.6 µM; hit rate 0.12% among 360,000; HEK293 GAL4-SRC1 luciferase reporter, luminescence; Q15788;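 active means inhibition above the campaign mean plus 3 SD, with each screening campaign given its own cutoff, cut at about 60% in these data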;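 further: 0% = DMSO treated cells and 100% = gossypol at 36 µM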
* = called active by the depositor; . = not tested or not shown. An excerpt; count on the stated rates, not on these rows.

SMILES	MC4R antag cAMP	SRC3 inh	NCOA2 inhibitor	LRH-1 inv ag	LMP1 NFkB inh	MC4R ag barr	ABHD5-PLIN5 inh	NOD2-RIPK2 inh	TLR9-MyD88 block	NR2F2 inh	SRC1 inh
COc1cc(NC(=O)COC(=O)CSc2ccc3ccccc3c2)c(C)cc1[N+](=O)[O-]	14	-11	-9	-16	-6	-1.5	-3	-7	3	3	-1
O=C(Cc1csc(-c2ccccc2)n1)Nc1ccc(C(F)(F)F)cc1	4	4	15	12	-5	14*	-14	3	-12	2	5
CCc1nc(CNC(=O)C2CCC(=O)N(Cc3ccccc3F)C2)no1 (stereo not given)	-6	-41	6	4	8	-3.5	-4	1	-10	15	4
Cc1cc(-c2ccc(C)c(S(=O)(=O)NCC3CCN(Cc4ccc(F)cc4)CC3)c2)on1	1	11	6	-4	7	0.8	8	6	13	-14	0
O=C(CCN1C(=O)/C(=C/c2ccc(Cl)cc2)SC1=S)NC1C=CS(=O)(=O)C1 (stereo not given)	-2	-21	0	11	-7	0.4	13	-5	-10	13	4
CCOC(=O)Cn1cnc2c(C#N)c3n(c2c1=O)CCCCC3	1	6	5	-6	3	-1.8	1	4	8	11	0
CC(C)Cc1ccc(S(=O)(=O)Nc2ccc3[nH]c(=O)[nH]c3c2)cc1	11	4	5	-2	12	-0.3	-6	13	-5	9	6
O=C1NC2(C=Cc3c(ccc4ccccc34)O2)Oc2ccccc21 (stereo not given)	-12	-34	.	7	0	-3.0	-4	-30	-3	.	-2
O=C(Oc1cccc2ccccc12)c1ccncc1	-2	-2	-20	19	-23	-0.4	3	-10	7	-15	8
COC(=O)c1ccc(CNC(=O)Cn2nnnc2CN(C)C(C)C)cc1	1	-15	-16	-9	-5	-0.7	2	0	11	-8	6
CCOC(=O)N1CCN(c2c(NCC3CCN(Cc4cccc(C)c4)CC3)c(=O)c2=O)CC1	10	-14	1	-14	-1	-0.3	-1	1	-2	6	-4
CC(C)OC(=O)/C(=C/c1ccc2c(c1)c1ccccc1n2C)NC(=O)c1ccccc1	-6	-25	-50	-72	-13	3.5	15	-2	-1	-58	-61
CC(C)(C)c1ccc(Oc2ccc(NC(=O)c3cccs3)cn2)cc1	8	27	10	24	16	0.1	1	-13	-4	-6	9
CCS(=O)(=O)N1CCC(C(=O)Oc2ccccc2)CC1	4	-17	3	2	-4	-1.1	2	9	3	7	-4
CC(Sc1nnc2ccccn12)C(=O)Nc1ccc2c(c1)OCO2 (stereo not given)	0	-4	3	-2	-7	-3.0	3	1	7	-3	-2
CCOC(=O)c1sc(NC(=O)Nc2ccccc2Cl)cc1C	11	-61	-32	-174	-95	3.4	-11	7	-1	-68	-71
CC(C)(C)NC(=O)C(c1cccnc1)N(C(=O)c1csnn1)c1ccccc1 (stereo not given)	3	-6	-7	13	-5	-3.6	-3	-7	9	2	-7
COc1ccc(Nc2cc(Cl)nc(N)n2)cc1OC	-4	-3	-9	9	5	-0.7	0	4	-18	-29	4
COc1cccc(CNC(=O)CNC(=O)N2CC(=O)Nc3ccccc32)c1	-1	3	-13	-10	-2	0.4	-6	-5	-15	-4	-19
CS(=O)(=O)N(Cc1ccc(Cl)cc1)c1ccc(C(=O)NCC2CCCO2)cc1 (stereo not given)	2	14	14	1	-4	-1.0	-1	1	-1	-12	4
COc1ccccc1C(=O)NCC(=O)N1CCN(C/C=C/c2ccccc2)CC1	8	11	-1	24	1	-1.0	-1	-4	-4	17	0
Cc1ccc(C(=O)OCC(=O)Nc2ccc(F)c(Cl)c2)o1	2	-18	-2	22	2	1.2	0	-7	5	10	2
CCCCN(CCCC)CCNC(=O)CNC(=O)c1cccs1	1	-15	-7	7	-1	-0.6	1	-15	-2	-4	-1
CCn1c(N2CCN(S(=O)(=O)c3ccc(Cl)cc3)CC2)nc2ccccc21	26	18	9	2	9	-1.6	3	-3	-12	36	-9
CNC(=O)c1cc2cc(OC)ccc2oc1=O	-2	3	.	-18	-4	-1.2	3	-15	-6	.	-1
Continued.
SMILES	MC4R antag cAMP	SRC3 inh	NCOA2 inhibitor	LRH-1 inv ag	LMP1 NFkB inh	MC4R ag barr	ABHD5-PLIN5 inh	NOD2-RIPK2 inh	TLR9-MyD88 block	NR2F2 inh	SRC1 inh
Cc1ccnc(-n2c(C)cc(C=O)c2C)c1	14	10	-8	-4	2	2.5	5	-3	-1	7	-1
O=C(NCc1cccs1)C1CCN(C(=O)NCc2ccccc2)CC1	-1	-13	22	-8	-10	-2.3	3	-1	-8	-15	1
CC(C)(C)c1ccc(C(=O)NC(=O)COC(=O)c2ccc(Br)o2)cc1	12	-3	-40	-2	-2	6.0	-1	3	5	-2	-8
Cc1ccnc(NC(=O)Nc2ccc3c(c2)OCO3)c1	-7	-108	-66	-160	-11	1.2	-4	6	3	-49	-113
COc1ccc(/C=C/C(=O)N2CCN(S(=O)(=O)c3ccccc3Br)CC2)cc1OC	14	8	1	1	5	0.8	-3	-2	3	-11	2
O=C(Nc1ccc(N2CCOCC2)nc1)c1ccccc1Cl	2	-11	-23	-36	-9	-1.0	-2	-11	9	-46	-46
O=[N+]([O-])c1ccc2c(c1)nc1n2CCN(CC2CCCO2)C1 (stereo not given)	-1	1	-63	-12	-9	-1.1	4	-2	-7	-6	-26
CC(=O)NC(Cc1ccccc1)C(=O)NC(Cc1ccccc1)C(=O)O (stereo not given)	-3	-2	-2	4	-4	0.2	1	-2	2	6	0
COc1ccc(NC(=O)CN2C(=O)NC3(CC(C)CC(C)(C)C3)C2=O)cc1S(=O)(=O)N1CCCCC1 (stereo not given)	0	-9	-12	-19	-4	-0.7	-12	-3	1	15	-1
Fc1ccccc1C(c1nnnn1C1CCCC1)N1CCN(Cc2ccccc2)CC1 (stereo not given)	-1	-14	-8	-1	-14	-2.0	-5	3	-2	0	0
O=C(NCCN1CCOCC1)c1ccc2c(c1)N(Cc1ccc(F)cc1)C(=O)c1ccccc1S2(=O)=O	4	-1	-6	18	-3	0.9	8	15	7	-22	19
COc1cc(OC)c2ccc(=O)oc2c1C(CC(=O)N1CCCC1)c1ccc(N(C)C)cc1 (stereo not given)	-3	-22	-1	2	-7	-1.1	-4	-12	-16	7	0
O=C(NCC(=O)N1CCN(c2ccccc2)CC1)c1ccco1	-3	0	3	-1	-3	-0.1	-5	-4	-9	6	-25
COc1cc(/C=N/Nc2cccc(C)c2)cc(Br)c1O	-4	-10	-24	18	-15	-3.5	-3	2	-10	4	-7
CCCN(CC(=O)Nc1ccc(C(C)=O)cc1)CC(=O)Nc1ccccc1C	1	8	-36	59	-17	-0.9	-2	-17	-4	4	-19
S=C(Nc1cc(Cl)cc(Cl)c1)N1CCN(c2ccccn2)CC1	5	4	24	-15	-1	8.2	-7	1	-4	4	3
CCc1csc(CCNC(=O)C2CCC(=O)N(CCOC)C2)n1 (stereo not given)	-3	6	7	2	0	-1.6	0	-8	-13	10	3
Cn1c(=O)cc(SCC(=O)NCCCN2CCOCC2)c2ccc(Cl)cc21	3	12	-29	-10	0	-1.4	2	-5	-1	-2	1

One compound at a time (already shown).
Results for S=C(Nc1cc(Cl)cc(Cl)c1)N1CCN(c2ccccn2)CC1 → MC4R antag cAMP = 5; SRC3 inh = 4; NCOA2 inhibitor = 24; LRH-1 inv ag = -15; LMP1 NFkB inh = -1; MC4R ag barr = 8.2; ABHD5-PLIN5 inh = -7; NOD2-RIPK2 inh = 1; TLR9-MyD88 block = -4; NR2F2 inh = 4; SRC1 inh = 3
Results for O=C(Oc1cccc2ccccc12)c1ccncc1 → MC4R antag cAMP = -2; SRC3 inh = -2; NCOA2 inhibitor = -20; LRH-1 inv ag = 19; LMP1 NFkB inh = -23; MC4R ag barr = -0.4; ABHD5-PLIN5 inh = 3; NOD2-RIPK2 inh = -10; TLR9-MyD88 block = 7; NR2F2 inh = -15; SRC1 inh = 8

5 entries picked at random from the list so far, as already listed:
SMILES	MC4R antag cAMP	SRC3 inh	NCOA2 inhibitor	LRH-1 inv ag	LMP1 NFkB inh	MC4R ag barr	ABHD5-PLIN5 inh	NOD2-RIPK2 inh	TLR9-MyD88 block	NR2F2 inh	SRC1 inh
CC(=O)NC(Cc1ccccc1)C(=O)NC(Cc1ccccc1)C(=O)O (stereo not given)	-3	-2	-2	4	-4	0.2	1	-2	2	6	0
O=[N+]([O-])c1ccc2c(c1)nc1n2CCN(CC2CCCO2)C1 (stereo not given)	-1	1	-63	-12	-9	-1.1	4	-2	-7	-6	-26
COc1ccc(/C=C/C(=O)N2CCN(S(=O)(=O)c3ccccc3Br)CC2)cc1OC	14	8	1	1	5	0.8	-3	-2	3	-11	2
CC(C)(C)c1ccc(C(=O)NC(=O)COC(=O)c2ccc(Br)o2)cc1	12	-3	-40	-2	-2	6.0	-1	3	5	-2	-8
S=C(Nc1cc(Cl)cc(Cl)c1)N1CCN(c2ccccn2)CC1	5	4	24	-15	-1	8.2	-7	1	-4	4	3
